From PubChem
TRPC4 act = activators of mouse TRPC4 channel. B-score at 10 µM. HEK293 TRPC4beta/mu-opioid, Fluo4 calcium fluorescence; hits give high values. AID 2237. 0.49% of 310,000 active. Q9QUQ5;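 active = B-score above 5 SD of library B-scores, and initial fluorescence ratio not above library mean plus 5 SD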;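 also: positive B-score marks a calcium rise read as TRPC4 activation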
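System – HEK293 cells stably co-expressing mouse TRPC4beta and mu-opioid receptor · Signal – Fluo4 calcium-sensitive dye fluorescence, kinetic, 1 Hz baseline · Benchmarks – buffer (low) and maximal DAMGO (high) · Read-out – B score of integrated fluorescence ratio per well · Incubation – dye loading 45 min room temperature, 110 s kinetic read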
TMEM16A inh = blocks the mouse calcium-activated chloride channel TMEM16A; Q8BHY3; HEK293 TMEM16A/YFP iodide influx fluorescence, ionomycin; normalized B-score (activity score, 25-100; higher = stronger inhibition) at 10 µM; 1.2% of 310,000 active; AID 588511;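 active = ratio plate-corrected score three or more library SD toward inhibition, starting fluorescence score within five deviations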;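 also: score derived from kinetic fluorescence span divided by baseline fluorescence per well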
MrgX1 antag = blocks BAM8-22 activation of human MrgX1 receptor; B-score at 10 µM; AID 588676; 1.3% of 310,000 active; MRGX1-HEK293 calcium flux, Fluo-4, BAM8-22 antagonism; hits give low values; Q96LB2;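 active = calcium-response B-score plate-corrected more than 3 library SD below zero, starting fluorescence within 5 deviations, no agonist response on first addition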;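 also: peak minus trough fluorescence over baseline after final BAM8-22 challenge near maximal dose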
Target sequence (Q96LB2 whole entry, looked up): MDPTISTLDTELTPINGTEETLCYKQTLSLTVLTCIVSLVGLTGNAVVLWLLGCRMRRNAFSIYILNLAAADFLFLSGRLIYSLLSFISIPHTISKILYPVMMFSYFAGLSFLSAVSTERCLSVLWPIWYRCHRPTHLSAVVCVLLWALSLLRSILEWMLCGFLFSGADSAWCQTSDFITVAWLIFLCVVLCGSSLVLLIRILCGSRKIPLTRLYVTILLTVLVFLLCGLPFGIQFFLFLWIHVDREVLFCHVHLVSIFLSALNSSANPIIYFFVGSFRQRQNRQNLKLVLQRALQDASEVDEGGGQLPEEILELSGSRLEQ
TRPC6 activator = activates the mouse TRPC6 cation channel | Q61143 | HEK293-TRPC6 membrane potential dye fluorescence; hits give high values | B-score at 10 µM | 0.13% of 310,000 active;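 active = B-score of the integrated fluorescence ratio above library mean plus 3 SD, and starting fluorescence ratio within library mean plus 5 SD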;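 also: higher score means more depolarization so channel activation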
TRPC4 inh = inhibitors of mouse TRPC4 channel; HEK293 TRPC4beta/mu-opioid, DAMGO-evoked Fluo4 calcium flux; hits give low values; B-score at 10 µM; Q9QUQ5; 0.39% of 300,000 active;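 active = B-score over 3 SD under the library average, no early fluorescence shift, positive overall ratio signal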
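Assay system: HEK293 cells with stable TRPC4beta plus mu-opioid receptor expression; Probe or stimulus: DAMGO in two steps, submaximal then maximal; Dosing: single-point compound dosing; Measured by: Fluo4 calcium-dye fluorescence, kinetic read; Read-out basis: B score from integrated Fluo4 fluorescence ratio.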
TRPC6 inhibitor = mouse TRPC6 channel inhibition | Q61143 | HEK293-TRPC6, membrane potential dye, ACh-evoked depolarization; hits give low values | 1.1% of 310,000 active | AID 2553 | B-score at 10 µM;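 active = B-score under library mean minus 3 SD, initial fluorescence not abnormally high, positive integrated signal ratio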;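 also: B-score derived from integrated fluorescence ratio over the kinetic read; more negative B-score means stronger inhibition of depolarization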
RGS4 inh = inhibitors of human RGS4; P49798; HEK293 M3R/RGS4 inducible, Fluo-4 calcium flux; hits give high values; triggered by carbachol at its EC20; B-score at 10 µM; 0.45% of 310,000 active;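 active = B-score, a plate-corrected calcium signal, over three deviations above library mean, with baseline fluorescence within five deviations of library mean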;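 also: RGS4 expression induced by doxycycline in cells with stable M3 receptor; B-score is computed from the integrated fluorescence ratio over baseline after carbachol; higher B-score means a larger calcium signal and so more RGS4 inhibition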
Target sequence (P49798 whole entry, looked up): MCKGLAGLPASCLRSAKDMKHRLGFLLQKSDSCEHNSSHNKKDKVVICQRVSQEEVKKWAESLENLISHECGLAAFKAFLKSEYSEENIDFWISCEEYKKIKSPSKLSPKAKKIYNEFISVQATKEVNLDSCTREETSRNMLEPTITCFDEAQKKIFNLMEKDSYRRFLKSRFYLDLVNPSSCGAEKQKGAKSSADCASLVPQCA
TRPC4 potent = allosterically enhances the mouse TRPC4 cation channel; AID 2227; HEK293 TRPC4beta/mu-opioid, DAMGO EC20, Fluo-4 Ca2+ flux; hits give high values; B-score at 10 µM; 0.42% of 310,000 active; Q9QUQ5;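 active = B-score of calcium response area above 5 SD of library B-scores, with initial fluorescence ratio within 5 SD of library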;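 also: B-score of integrated fluorescence ratio over time as area under calcium response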
MrgX1 PAM = human MrgX1 positive allosteric modulation, primary screen; Q96LB2; MrgX1-HEK293, Fluo-4 calcium flux, FDSS; hits give high values; B-score at 10 µM; 0.63% of 310,000 active; AID 588675;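 active = plate-corrected calcium response at least 3 library SD above typical, normal starting fluorescence, not activating the receptor alone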;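 also: compound read alongside a low EC10 to EC30 dose of BAM8-22 agonist; peak minus trough fluorescence over baseline measured at the second addition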
ANO1 activ = activators or potentiators of mouse TMEM16A chloride channel; HEK293 TMEM16A/YFP-H148Q/I152L, iodide quench fluorescence; hits give low values; B-score at 10 µM; 0.3% of 340,000 active;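 active = fluorescence-ratio B-score plate-corrected deviation score at least 3 library SD below zero, with starting fluorescence score within 5 deviations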;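 also: channel opened by trigger with iodide after compound preincubation; score built on the fluorescence ratio of max minus min over baseline; more negative score means more quench and so TMEM16A activation or potentiation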
MrgX1 agonist = agonists of human MrgX1 receptor | MrgX1-HEK293 cells, Fluo-4 calcium fluorescence, agonist mode; hits give high values | B-score at 10 µM | 0.44% of 310,000 active;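 active = calcium response B-score plate-corrected fluorescence ratio at least 3 library SD, with starting fluorescence B-score inside 5 SD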
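Material: HEK293 cells stably expressing human MrgX1 receptor | Quantity: 15,000 cells per well | Times: Cells plated overnight, dye loaded 0.5 h 37 °C, 0.5 h room temperature | Measured by: Kinetic Fluo-4 NW fluorescence of intracellular calcium | Control set: Positive and negative controls per plate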
An asterisk follows results filed as active; i = inactive; . = no result given.

SMILES	TRPC4 act	TMEM16A inh	MrgX1 antag	TRPC6 activator	TRPC4 inh	TRPC6 inhibitor	RGS4 inh	TRPC4 potent	MrgX1 PAM	ANO1 activ	MrgX1 agonist
CCN1CCN(CC(O)COc2ccc3c(C)cc(=O)oc3c2)CC1 (configuration not stated)	i	i	i	i	i	i	i	i	i	i	i
COC(=O)c1ccccc1NC(=O)Nc1cc(C)ccn1	i	i	i	i	i	i	i	i	i	i	i
COc1ccc(CCNC(=O)c2nc(-c3cccs3)no2)cc1OC	i	i	i	i	i	i	i	i	i	i	i
C=CCn1c(COc2cccc(C)c2C)nnc1SCC(=O)N1CCN(c2ccccc2)CC1	i	i	i	i	i	i	i	i	i	i	i
COCCN1CCN(C(=O)c2cc(COc3ccc(F)c(F)c3)on2)CC1	i	i	i	i	i	i	i	i	i	i	i
O=c1oc2cc(OCc3c(F)cccc3Cl)ccc2cc1-c1ccccn1	i	i	i	i	i	i	i	i	i	i	i
CCOC(=O)c1cccc(N2C(=O)C3C4C=CC(CC4)C3C2=O)c1 (configuration not stated)	i	i	i	i	i	i	i	i	i	i	i
COc1ccc(-n2[nH]c(C)cc2=O)cc1	i	i	i	i	i	i	i	i	i	i	i
CCn1c(=O)cc(SCC(=O)NCCCN2CCN(c3ccc(F)cc3)CC2)c2ccccc21	i	i	i	i	i	i	i	i	i	i	i
Cc1ccsc1/C=N/NC(=O)c1ccncc1	i	i	i	i	i	i	i	i	i	i	i
N#C/C(=C\c1cccnc1)C(=O)Nc1ccc(C(=O)O)cc1	i	i	i	i	i	i	i	i	i	i	i
O=C(/C=C/c1ccc(Cl)c(Cl)c1)N1CCOCC1	i	i	i	i	i	i	i	i	i	i	i
CCOC(=O)N1CCC(N2Cc3cccc(C(=O)NCc4ccc5c(c4)OCO5)c3C2=O)CC1	i	i	i	i	i	i	i	i	i	i	i
COc1ccc(/C=C(\NC(=O)c2cccs2)C(=O)NN)cc1OC	i	i	i	i	i	i	i	i	i	i	i
COc1ccc(-c2[nH]ncc2CN2CCCN(C(=O)c3ccco3)CC2)cc1F	i	i	i	i	i	i	i	i	i	i	i
Nc1nc(C(F)(F)F)c(Br)c(=O)n1N	i	i	i	i	i	i	i	i	i	i	i
COc1ccc(Nc2nccc(OC)c2C#N)cc1	i	i	i	i	i	i	i	i	i	i	i
N#CC1=C(N)NC(=S)C(C(N)=O)C1c1ccccc1F (configuration not stated)	i	i	i	i	i	i	i	i	i	i	i
O=C(N/N=C/c1cc([N+](=O)[O-])ccc1N1CCCCCC1)c1ccccn1	i	i	i	i	i	i	i	i	i	i	i
COc1ccc(-n2nc3cc(C)c(N)cc3n2)cc1Cl	i	i	i	i	i	i	i	i	i	i	i
Cc1cc(=O)n2nc(N3CCCC(C(=O)NCCCN4CCc5ccccc5C4)C3)sc2n1 (configuration not stated)	i	.	.	i	i	i	i	i	.	i	.
O=S(=O)(c1ccc(Cl)nc1)N1CCN(Cc2ccc3c(c2)OCO3)CC1	i	i	i	i	i	i	i	i	i	i	i
O=C(N[C@@H](Cc1ccccc1)C(=O)N1CCC2(CC1)NCCc1[nH]cnc12)c1cccc(F)c1	i	i	i	i	i	i	i	i	i	i	i
O=C(COc1ccc(C(=O)O)cc1)Nc1cccc(C(F)(F)F)c1	i	i	i	i	i	i	i	i	i	i	i
Cn1ccnc1SCC(=O)Nc1cccc(S(=O)(=O)N2CCCCC2)c1	i	i	i	i	i	i	i	i	i	i	i
COc1cccc(CNC(=O)CSc2nnc3c(n2)[nH]c2ccc(C)cc23)c1	i	i	i	i	i	i	i	i	i	i	i
Cc1cccc2nc(COc3ccc(Cl)c4cccnc34)cn12	i	i	i	i	i	i	i	i	i	i	i
CCCCn1c(-c2cccnc2)nc2cc3[nH]c(=O)c(C(C)C)nc3cc21	i	i	i	i	i	i	i	i	i	i	i
O=C(NC1(C(F)(F)F)C(=O)Nc2c1c(=O)[nH]c(=O)n2Cc1ccccc1)c1ccc(Cl)cc1 (configuration not stated)	i	i	i	i	i	i	i	i	i	i	i
O=C(CSc1nc2ccccc2c(=O)n1Cc1ccco1)c1ccc(F)cc1	i	i	i	i	i	i	i	i	i	i	i
O=C(O)CCCCCNS(=O)(=O)c1ccc(Cl)cc1	i	i	i	i	i	i	i	i	i	i	i
Cc1ncc(CCl)c2c1OC(C)(C)OC2	i	i	i	i	i	i	i	i	i	i	i
CCCN=Cc1c(CCC)[nH]n(-c2nc3ccccc3s2)c1=O	i	i	i	i	i	i	i	i	i	i	i
CCOC(=O)C(C(C)C)C(N)Cc1ccc(F)cc1 (configuration not stated)	i	i	i	i	i	i	i	i	i	i	i
COc1ccc(-c2noc(CN(C(=O)c3ccc(OC(C)=O)cc3)C(C)C)n2)cc1OC	i	i	i	i	i	i	i	i	i	i	i
Cn1c(N)c(C(=O)COC(=O)C2(c3ccc(F)cc3)CCCC2)c(=O)n(C)c1=O	i	i	i	i	i	i	i	i	i	i	i
COc1ccc(S(=O)(=O)N(CC(=O)NCc2ccco2)C2CCCCC2)cc1OC	i	i	i	i	i	i	i	i	i	i	i
Cc1cccc(NC(=O)CSc2nnc(C3CC3)n2CC2CCCO2)c1C (configuration not stated)	i	i	i	i	i	i	i	i	i	i	i
Cc1cccc2cc(CN(Cc3ccco3)C(=O)Nc3cccc(C#N)c3)c(Cl)nc12	i	i	i	i	i	i	i	i	i	i	i
Cc1oc(-c2ccccc2F)nc1CS(=O)(=O)CC(=O)NCCN(C)C1CCCCC1	i	i	-5.7*	i	i	i	i	i	i	i	i
Cc1csc(NC(=O)CSc2nnc(-c3ccco3)n2C)n1	i	i	i	i	i	i	i	i	i	i	i
CC(C)OC(=O)c1c(NC(=O)c2ccco2)sc2c1CCCC2	i	i	i	i	i	i	i	i	i	i	i
Fc1cccc(/C=N/Nc2cc(N3CCOCC3)ncn2)c1	i	i	i	i	i	i	i	i	i	i	i
O=C(Nc1ccc(N2CCCC2)cc1)c1ccc(Cl)cc1Cl	i	i	i	i	i	i	i	i	i	i	i
COc1ccc(N(C(=O)c2cnccn2)C(C(=O)NC2CCCCC2)c2ccc(Cl)cc2)cc1 (configuration not stated)	i	i	i	i	i	i	i	i	i	i	i
O=C(Nc1nnc(Cc2c[nH]c3ccccc23)s1)c1ccc(Cl)cc1Cl	i	i	i	i	i	i	i	i	i	i	i
COc1ccccc1C(=O)NCCC(=O)N1CC(=O)Nc2ccccc21	i	i	i	i	i	i	i	i	i	i	i
CCN1CCN(CC(=O)Nc2ccc(C(C)=O)cc2)CC1	i	i	i	i	i	i	i	i	i	i	i

Complete entries as entered above. Order of values: TRPC4 act	TMEM16A inh	MrgX1 antag	TRPC6 activator	TRPC4 inh	TRPC6 inhibitor	RGS4 inh	TRPC4 potent	MrgX1 PAM	ANO1 activ	MrgX1 agonist
CCN1CCN(CC(=O)Nc2ccc(C(C)=O)cc2)CC1 is listed with i	i	i	i	i	i	i	i	i	i	i
Cc1cccc2cc(CN(Cc3ccco3)C(=O)Nc3cccc(C#N)c3)c(Cl)nc12 is listed with i	i	i	i	i	i	i	i	i	i	i
CC(C)OC(=O)c1c(NC(=O)c2ccco2)sc2c1CCCC2 is listed with i	i	i	i	i	i	i	i	i	i	i

(next part)
SMILES	TRPC4 act	TMEM16A inh	MrgX1 antag	TRPC6 activator	TRPC4 inh	TRPC6 inhibitor	RGS4 inh	TRPC4 potent	MrgX1 PAM	ANO1 activ	MrgX1 agonist
CC(C)(C)C(=O)Nc1cc(S(=O)(=O)N2CCCCC2)ccc1N1CCCCC1	i	i	i	16*	i	-10*	i	i	i	i	i
CCOc1cc(NC(=S)Nc2ccc(Cl)cc2)c(OCC)cc1NC(C)=O	i	i	i	i	i	i	i	i	i	i	i
Cc1noc(C)c1S(=O)(=O)NCc1ccc2c(c1)OCO2	i	i	i	i	i	i	i	i	i	i	i
CC(Sc1nnc(CNc2cccc3ccccc23)n1-c1ccccc1)C(=O)N/N=C/c1ccco1 (configuration not stated)	i	i	i	i	i	i	i	i	i	i	i
CC(CNc1ccccc1O)C(=O)O (configuration not stated)	i	i	i	i	i	i	i	i	i	i	i
CCCCN(CCCC)CC(O)COc1ccccc1C(=O)Nc1ccccc1 (configuration not stated)	i	i	i	i	i	i	i	i	i	i	i
Fc1ccc(C2N(c3ccccc3)C(=S)N3CCCN23)cc1 (configuration not stated)	i	i	i	i	i	i	i	i	i	i	i
COC(=O)CSc1ccnc2cc(Cl)ccc12	i	i	i	i	i	i	i	i	i	i	i
CCOC(=O)[C@H]1[C@H]2COc3ccc(C)cc3[C@@H]2N2C(=O)c3cc(Cl)ccc3NC(=O)[C@@]12C	.	i	i	.	.	.	.	.	i	i	i
Cc1ccc(NC2(c3nnnn3-c3c(C)cccc3C)CCCCC2)cc1	i	i	i	i	i	i	i	i	i	i	i
COC(=O)/C=C/c1ccc(OC(=O)OC)c(OC(=O)OC)c1	i	i	i	i	i	i	i	i	i	i	i
CCOc1ccc(C(C)=O)cc1CSc1nnc(-c2ccncc2)n1CCOC	i	i	i	i	i	i	i	i	i	i	i
O=c1[nH]c(C2CCN(S(=O)(=O)/C=C/c3ccccc3)CC2)nc2c1nnn2Cc1ccccc1	i	i	i	i	i	i	i	i	i	i	i
O=S(=O)(/N=S1/CC=CCN1S(=O)(=O)c1ccccc1)c1ccccc1 (configuration not stated)	i	i	i	i	i	i	i	i	i	i	i
CC(=O)NC(Cc1c[nH]c2ccccc12)C(=O)Nc1ccc2c(c1)OCO2 (configuration not stated)	i	i	i	i	i	i	i	i	i	i	i
COC(=O)c1cnn(-c2ccccc2)c1-n1cccc1C=O	i	i	i	i	i	i	i	i	i	i	i
c1ccc2c(c1)nc(N1CCOCC1)c1ccccc12	i	i	i	i	i	i	i	i	i	i	i
Cc1ccc(C)c(OCc2nnc(SCC(=O)NC(=O)NCc3ccco3)o2)c1	i	i	i	i	i	i	i	i	i	i	i
CCn1c(=O)c2cc(C(=O)N(C)c3ccccc3F)sc2c2ccccc21	i	i	i	i	i	i	i	i	i	i	i
Cc1ccc(C)c2sc(NC(=O)C3CC3)nc12	i	i	i	i	i	i	i	i	i	i	i
